Screening data as filed in PubChem.
TcdB inh: inhibitors of Clostridioides difficile toxin B glycohydrolase | 350,000 compounds, 0.24% hits | AID 652162 | P18177 | inhibition, % at 9.99 µM | TcdB glycohydrolase enzymatic assay, plate reader; in the data active = inhibition above about 10%
Y pestis TopoI: Y. pestis Topo-I inhibition via cleavage products. activity, % at 10 µM. 360,000 compounds, 0.064% hits. Y. pestis Topo-I cleavage product accumulation, plate reader; in the data active = activity above about 50%, passing the limit was not always enough; inconclusive = no clear call, values can overlap the other calls; also: inactives centre near 2
BoNT A protease: BoNT A light chain protease inhibition; 360,000 compounds, 0.17% hits; AID 588499; inhibition, % at 10 µM; multiplex microsphere protease substrate cleavage, flow cytometry; also: plate controls were buffer without enzyme for full effect and enzyme alone for no effect
CCHF vOTU inh: CCHFV vOTU protease inhibition; Pep-AMC fluorescence; inhibition, % at 11.5 µM; 370,000 compounds, 0.55% hits; in the data active = inhibition above about 30%; also: 0% = vehicle wells with enzyme and 100% = no enzyme wells
FadD28 binding: blocks FadD28 binding to the bisubstrate probe; fluorescence polarization; AID 588549; 360,000 compounds, 0.22% hits; inhibition, % at 12.5 µM; in the data active = inhibition above about 8.5%, passing the limit was not always enough; inconclusive = no clear call, values can overlap the other calls
PfHsp40 yeast: compounds rescuing yeast from Plasmodium falciparum HSP40 toxicity; S. cerevisiae expressing PfHsp40, growth rescue, ATP luminescence; growth rescue, % at 12.5 µM; 340,000 compounds, 0.68% hits; AID 504582; in the data active = growth rescue above about 28%, passing the limit was not always enough; inconclusive = no clear call, values can overlap the other calls;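 also: yeast W303a lacking pdr1 and pdr3 grown in galactose medium; growth measured after three days at 30 °C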
BoNT F protease: inhibitors of Botulinum neurotoxin F light chain protease; inhibition, % at 10 µM; Multiplex microsphere protease cleavage assay, flow cytometry; AID 588497; 360,000 compounds, 0.22% hits; in the data active = inhibition above about 35%, passing the limit was not always enough; inconclusive = no clear call, values can overlap the other calls; also: plate controls were buffer without enzyme for full effect and enzyme alone for no effect
PrPC TRFRET: reduces human prion protein on the cell surface; P04156; cell surface PrPC, TR-FRET read-out; inhibition, % at 13.8 µM; 370,000 compounds, 0.43% hits; in the data active = inhibition above about 24%; also: 0% = median of the test wells and 100% = reference compound wells
Anthrax LF inh2: blocks Bacillus anthracis lethal factor protease. multiplex microsphere protease cleavage assay, LF. inhibition, % at 10 µM. 360,000 compounds, 0.12% hits. AID 588501; also: plate controls were buffer without enzyme for full effect and enzyme alone for no effect
Target sequence (P15917 whole entry, looked up): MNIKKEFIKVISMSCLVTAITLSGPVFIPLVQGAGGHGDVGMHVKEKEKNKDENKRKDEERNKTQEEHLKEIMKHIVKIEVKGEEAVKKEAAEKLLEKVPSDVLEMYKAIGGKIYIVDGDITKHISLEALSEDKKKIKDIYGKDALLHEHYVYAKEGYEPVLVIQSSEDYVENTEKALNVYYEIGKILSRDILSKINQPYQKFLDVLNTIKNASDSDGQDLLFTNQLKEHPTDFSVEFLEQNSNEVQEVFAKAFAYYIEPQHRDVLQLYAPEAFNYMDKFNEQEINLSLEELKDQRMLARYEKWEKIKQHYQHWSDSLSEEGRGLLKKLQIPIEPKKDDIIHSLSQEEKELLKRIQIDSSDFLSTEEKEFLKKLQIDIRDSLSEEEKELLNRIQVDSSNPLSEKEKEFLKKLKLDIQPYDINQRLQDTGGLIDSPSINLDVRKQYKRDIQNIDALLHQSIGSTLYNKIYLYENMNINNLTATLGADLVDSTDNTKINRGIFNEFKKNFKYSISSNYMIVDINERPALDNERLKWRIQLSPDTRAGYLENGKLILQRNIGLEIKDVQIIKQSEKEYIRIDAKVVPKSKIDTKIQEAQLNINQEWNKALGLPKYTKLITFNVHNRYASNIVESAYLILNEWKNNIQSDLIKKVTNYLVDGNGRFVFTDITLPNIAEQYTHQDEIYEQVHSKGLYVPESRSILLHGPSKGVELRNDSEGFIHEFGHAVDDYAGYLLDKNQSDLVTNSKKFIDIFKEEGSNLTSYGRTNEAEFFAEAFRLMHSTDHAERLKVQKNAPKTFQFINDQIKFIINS
* = called active by the depositor; ? = inconclusive; . = not tested or not shown; & = joins results of further samples. Rule as the data show it, unless noted: active = inhibition above about 30%; inconclusive = no clear call, values can overlap the other calls; inactive = below that.

SMILES	TcdB inh	Y pestis TopoI	BoNT A protease	CCHF vOTU inh	FadD28 binding	PfHsp40 yeast	BoNT F protease	PrPC TRFRET	Anthrax LF inh2
O=C(Nc1ccccc1C(=O)NC(Cc1c[nH]c2ccccc12)C(=O)O)c1ccccc1 (stereo not drawn)	1.9	8	-0.7	11	-0.5	-0.8	0	0	-6
Nc1cc(S(=O)(=O)N2CCCCC2)ccc1N1CCOCC1	-1.8	-2	-0.1	8	-2.9	-1.5	-4	10	-2
Cc1ccc(-c2nnc(N3CCN(C(=O)c4cccs4)CC3)c3ccccc23)cc1	1.0	18	-4.4	-5	-4.6	2.1	?	4	0
COc1ccccc1C(=O)NC(CCSC)C(=O)NCC(c1ccco1)N(C)C (stereo not drawn)	.	2	-0.6	9	-4.2	0.9	-3	0	-1
O=C(C[C@H]1C/C=C\C[C@@H](Cc2ccc(F)cc2)C(=O)O[C@H](c2ccccc2)CNC1=O)NCCO	-0.1	-7	0.1	3	-2.9	1.0	8	0	-5
N#Cc1ccc(-c2csc(NC(=O)c3ccc(S(=O)(=O)N4CCc5ccccc5C4)cc3)n2)cc1	-1.3	5	-0.1	9	-4.2	0.2	-1	5	-1
CS(=O)(=O)c1cccc(-c2nnc(NC(=O)c3ccc4ncsc4c3)o2)c1	0.6	10	-3.3	-2	1.0	-0.6	8	4	-6
CC(C)(C)N1C(=O)c2ccccc2NC(=O)N1Cc1ccccc1	.	5	-2.9	2	-4.4	-1.3	?	9	0
CCOC(=O)c1cn(-c2nc(-c3ccc(Cl)c(Cl)c3)cs2)c2c(F)c(N3CCOCC3)c(F)cc2c1=O	.	12	0.3	-4	-2.1	-1.2	-5	-8	0
CCC(C(=O)OCC(=O)Nc1ccccc1-c1ccccc1)c1ccccc1 (stereo not drawn)	.	5	0.4	10	-1.1	-0.3	-4	12	-2
COc1ccc(/C=C/C(=O)NC(C)CCc2ccccc2)cc1 (stereo not drawn)	.	-7	-0.3	-7	-4.3	9.3	-6	-3	-2
CS(=O)(=O)N(CC(=O)NCC1CCCO1)c1cc(Cl)ccc1Cl (stereo not drawn)	.	5	0.3	-7	-1.0	-1.8	6	1	0
CCCCCC(=O)NC(=S)Nc1ccc(N2CCCCC2)c(Cl)c1	.	-2	-3.2	0	-1.3	-0.4	5	2	3
O=C(N/N=C/c1cccs1)c1ccc(NC(=O)c2ccccc2Cl)cc1	.	2	-0.3	4	-4.0	0.5	-1	1	-1
CC12CCC(=O)N1C(C(=O)Nc1nnc(SCc3ccccc3)s1)CS2 (stereo not drawn)	2.0	20	1.3	9	-1.1	-0.1	-14	-5	-2

Part of the list above, reformatted:
molecule,TcdB inh,Y pestis TopoI,BoNT A protease,CCHF vOTU inh,FadD28 binding,PfHsp40 yeast,BoNT F protease,PrPC TRFRET,Anthrax LF inh2
CS(=O)(=O)N(CC(=O)NCC1CCCO1)c1cc(Cl)ccc1Cl (stereo not drawn),.,5,0.3,-7,-1.0,-1.8,6,1,0
CCCCCC(=O)NC(=S)Nc1ccc(N2CCCCC2)c(Cl)c1,.,-2,-3.2,0,-1.3,-0.4,5,2,3
O=C(N/N=C/c1cccs1)c1ccc(NC(=O)c2ccccc2Cl)cc1,.,2,-0.3,4,-4.0,0.5,-1,1,-1
CC12CCC(=O)N1C(C(=O)Nc1nnc(SCc3ccccc3)s1)CS2 (stereo not drawn),2.0,20,1.3,9,-1.1,-0.1,-14,-5,-2

(cont.)
SMILES	TcdB inh	Y pestis TopoI	BoNT A protease	CCHF vOTU inh	FadD28 binding	PfHsp40 yeast	BoNT F protease	PrPC TRFRET	Anthrax LF inh2
N#Cc1ccc(CN2CCN(C(=O)c3cc(C4CC4)nn3-c3ccccc3)CC2)cc1	1.5	34	-1.5	2	-0.2	0.2	10	-3	-5
CCNc1c(NS(=O)(=O)c2ccc(Cl)s2)c(=O)oc2ccccc12	0.3	6	-2.4	-5	-3.8	-1.5	-16	2	5
CCOC(=O)C1=CCN(S(=O)(=O)c2ccccc2Br)C1c1ccc(F)cc1 (stereo not drawn)	2.2	.	0.0	-1	-1.5	.	2	3	-7
CCCOc1cccc(C(=O)NC(=S)Nc2cccc(C(F)(F)F)c2)c1	0.2	24	-1.0	-2	-2.5	8.0	-11	-8	-5
O=C(OCC(=O)N1CCCc2ccccc21)c1cncc(Br)c1	0.1	5	10	-3	-0.2	2.7	2	-2	8
CCn1cc(CN2CCC(n3nccc3NC(=O)C(OC)c3ccccc3)CC2)cn1 (stereo not drawn)	0.8	6	-3.3	6	-2.9	-0.5	-9	1	-4
Cc1cc(N/N=C/c2ccccc2Cl)nc(NCc2ccccc2)n1	.	-1	-0.3	16	-3.7	0.2	-3	18	-1
O=S(=O)(Cc1cc(-c2ccccc2)no1)c1ccccc1	-0.7	6	0.3	-9	0.5	0.9	-3	1	9
CCOc1ccc(N(CC(=O)NCC2CCCO2)S(=O)(=O)c2ccc(OC)c(OC)c2)cc1 (stereo not drawn)	.	3	0.2	24	-0.7	-1.8	-8	-2	-4
COc1ccc(OC)c(C2CC(c3ccc(NS(C)(=O)=O)cc3)=NN2C(=O)c2ccccc2)c1 (stereo not drawn)	-0.6	-9	-0.5	5	-0.8	0.1	-2	4	-2
OCCN(CCO)CC(O)COc1ccc(Br)cc1 (stereo not drawn)	0.7&1.7	-9&5	-3.6&0.0	-6&-13	0.4&-2.6	-0.1	?	2&-8	15&-1
NC(=NCCc1ccccc1)c1cccc([N+](=O)[O-])c1	0.3	3	2.8	-3	0.8	-0.5	-32	-28	-6
Oc1ccccc1/C=N/Nc1nccnc1Cl	.	4	-2.2	8	-2.3	0.8	-10	5	-2
Cc1ccc(CNC(=O)CCS(=O)(=O)c2ccc3c(c2)CC(C)N3C(=O)C2CC2)o1 (stereo not drawn)	-0.6	7	-0.8	6	0.0	-0.5	-1	-9	2
COc1ccc(-c2noc(CCC(=O)NC3CCCC3)n2)cc1	1.9	3	?	-10	-3.5	-1.0	?	2	-12
O=C1c2cccc3c([N+](=O)[O-])ccc(c23)C(=O)N1Cc1cccnc1	-0.3	-15	-0.2	-12	-4.5	2.8	4	-37	-7
Cc1ccc(CCNC(=O)C2CCC(=O)N(Cc3cccc(F)c3)C2)cc1 (stereo not drawn)	-1.8	11	-0.1	0	-3.3	0.8	-6	3	-2
N#Cc1c(NC(=O)CCCl)sc2c1CCCCC2	1.5	-4	-0.7	-6	1.8	-0.9	-5	6	6
CCN1C(=NCCc2c[nH]c3ccccc23)N[C@@H](c2ccccc2)[C@H](C(=O)OC)[C@H]1C	0.4	1	0.2	4	-2.3	0.2	-6	-6	2
O=C(c1ccc(S(=O)(=O)Nc2cccc(C(F)(F)F)c2)cc1)N1CCOCC1	1.0	3	-0.1	-2	-4.1	-1.5	9	1	-2
CCN(Cc1ccccc1)C(=O)c1ccc(NC(=O)c2ccc(OC)cc2)cc1	-2.8	27	-0.4	7	-0.8	2.6	1	0	-1
O=C(NCc1cccc(C(F)(F)F)c1)c1ccc2c(c1)OCCO2	1.0	-6	1.4	9	-0.5	5.4	10	7	3
O=C(CSc1ccc([N+](=O)[O-])cn1)Nc1ccc(N2CCOCC2)c(Cl)c1	3.2	0	-0.3	4	0.8	0.7	1	-6	-1
CCOc1ccc(NC(=O)CCCn2nc(C)c3c(C)n(-c4ccccc4)nc3c2=O)cc1	-0.5	4	1.3	1	-5.1	0.2	3	-1	0
Cc1ccc(C(=O)N2CCCC(CCC(=O)N3CCN(c4ccccn4)CC3)C2)cn1 (stereo not drawn)	-0.6	5	1.3	12	-0.1	0.1	1	4	-2
CCCCN(CCCC)CCNC(=O)c1ccc2nc(-c3ccccc3NC(C)=O)c(=O)[nH]c2c1	1.7	6	-0.1	-4	-5.0	-2.0	-1	-7	-1
O=C(/C=C/c1cccc([N+](=O)[O-])c1)NC1CC2CCC1C2 (stereo not drawn)	.	2	-1.2	8	0.2	51*	-13	-18	0
N#C/C(=C\c1ccccc1)C(=O)NCc1ccc(F)cc1	-0.4	-9	0.0	-19	-0.7	0.2	1	8	-1
COC(=O)C1=C(C)N=C2SCCC(=O)N2C1/C=C/c1ccccc1 (stereo not drawn)	.	-4	0.0	12	-2.4	1.5	2	0	1
O=C(COC(=O)Cn1nnc(-c2ccccc2)n1)Nc1ccccc1Br	1.1	6	-0.2	8	-6.2	0.1	-6	4	-5

Taken from above:
CCOC(=O)c1cn(-c2nc(-c3ccc(Cl)c(Cl)c3)cs2)c2c(F)c(N3CCOCC3)c(F)cc2c1=O | FadD28 binding = -2.1
O=C(NCc1cccc(C(F)(F)F)c1)c1ccc2c(c1)OCCO2 | Anthrax LF inh2 = 3
CCOC(=O)C1=CCN(S(=O)(=O)c2ccccc2Br)C1c1ccc(F)cc1 (stereo not drawn) | Anthrax LF inh2 = -7

Later entries
SMILES	TcdB inh	Y pestis TopoI	BoNT A protease	CCHF vOTU inh	FadD28 binding	PfHsp40 yeast	BoNT F protease	PrPC TRFRET	Anthrax LF inh2
Cc1ccc(OCCCC(=O)NC(C)c2ccccc2)c(C)c1 (stereo not drawn)	-0.1	13	1.3	15	-2.1	0.9	-6	-6	-3
COCCn1c(SCC(=O)Nc2cccnc2Cl)nc2cc(Cl)ccc2c1=O	-0.2	3	1.7	-2	-1.7	-0.8	5	-8	-4
CC1CC(=O)Nc2ccccc2N1C(=O)COc1ccc2ccccc2c1 (stereo not drawn)	1.9	11	0.2	17	-1.3	-1.3	0	-11	1
COC(=O)N/N=C/c1cn(Cc2ccccc2Cl)c2ccccc12	0.2	10	0.8	-9	-4.1	3.2	1	22	-2
COc1ccc2c(c1)CCc1c(C(=O)NCCCn3ccnc3)noc1-2	.	9	0.6	-9	0.5	-0.4	0	0	-2
CCN(CC(=O)N1CCCC1)S(=O)(=O)c1ccccc1	1.8	-3	0.6	11	-0.5	0.4	10	-2	-1
CCCCNC(=S)NNC(=O)c1nn(C)cc1Cl	.	-8	-0.3	4	-3.4	-2.0	12	5	-2
CC(C)[C@H](Nc1ncnc2c1oc1ccccc12)C(=O)O	-0.6	-2	0.3	-6	-3.9	-0.2	-5	1	-8
CC(=O)CC(=O)Nc1ccc(C(N)=O)cc1	0.6	15	-0.3	-13	0.3	-0.8	-2	-8	-2
CCOC(=O)c1oc2ccc(S(=O)(=O)n3nc(-c4ccc(OC)cc4)cc3N)cc2c1C	0.2	25	-0.4	-2	-2.4	0.5	2	9	2
Cn1c(O)c(N=NC(=O)c2cccc(S(=O)(=O)N3CCCCC3)c2)c2ccccc21	.	22	0.3	-2	-1.4	1.8	-2	1	-1
CN(Cc1ccccc1)C(=O)COc1ccccc1Cl	0.9	8	-2.2	9	-2.6	1.5	-7	-5	-13
O=C(c1ccco1)[C@@H]1[C@@H]2C(=O)N(c3ccc(F)cc3)C(=O)[C@@H]2[C@H]2C=Cc3ccccc3N21	-0.2	-7	7.5	14	-4.7	-0.1	0	-6	3
COc1cccc(NC(=O)C(Sc2nnnn2C)c2ccccc2)c1 (stereo not drawn)	-0.1	3	-0.3	2	-4.6	-1.3	0	4	1
CC(NC(=O)c1ccccc1Cl)C(=O)O (stereo not drawn)	0.1	6	0.3	1	0.0	-1.7	0	1	-4
Cc1c(OCc2ccc(C(=O)O)o2)ccc2c3c(c(=O)oc12)CCC3	.	6	0.3	-26	-7.5	0.2	-5	-2	-5
COc1ccc(NC(=O)C(c2ccccc2)N(C)C(=O)c2cnccn2)cc1 (stereo not drawn)	.	8	-0.1	12	1.9	0.6	6	-3	0
NC(=O)c1cc(Cc2ccccc2)sc1NC(=O)c1ccco1	1.0	2	-0.9	0	-6.7	0.2	-4	7	-4
Nc1ccccc1C(=O)NC12CC3CC(CC(C3)C1)C2	1.0	8	3.3	1	-0.5	-0.6	?	4	-3
O=C(Nc1ccccc1C(F)(F)F)c1ccc2nccnc2c1	-1.1	2	0.6	18	-0.9	-0.4	2	-15	2
COc1ccc(/C=N/NS(=O)(=O)c2ccc(C)cc2)cc1OC(=O)c1ccccc1	.	8	-0.7	4	-2.2	-1.7	-11	2	0
Cc1cc(NC(=S)N(CCN2CCOCC2)Cc2ccccc2F)ccc1Cl	3.7	30	-0.7	-3	-4.1	0.2	-8	4	-6
COc1cc(C(=O)NCCc2nc3ccccc3n2C)cc(OC)c1OC	0.6	8	-0.2	8	0.5	-1.4	-3	-9	-1
O=C(Nc1cccc(OC(=O)N2CCCCC2)c1)N1CCCCC1	.	0	-0.5	-2	-0.7	0.0	1	4	-4
